# USP2a block – inhibitors of human ubiquitin-specific protease USP2a; USP2 core, Ub-CHOP2 coupled fluorogenic reporter, 485/531; O75604; AID 463254; Potency, µM (top dose mostly 38.3 µM), for the others: at the highest dose activity change, negative = inhibition, most hits filed as inhibitors; hit rate 0.01% among 330,000;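 further: potency means the concentration at half of the fitted maximal effect; plate controls were DMSO wells for no effect and full inhibition by NEM control for full effect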
# Target sequence (O75604 whole entry, looked up): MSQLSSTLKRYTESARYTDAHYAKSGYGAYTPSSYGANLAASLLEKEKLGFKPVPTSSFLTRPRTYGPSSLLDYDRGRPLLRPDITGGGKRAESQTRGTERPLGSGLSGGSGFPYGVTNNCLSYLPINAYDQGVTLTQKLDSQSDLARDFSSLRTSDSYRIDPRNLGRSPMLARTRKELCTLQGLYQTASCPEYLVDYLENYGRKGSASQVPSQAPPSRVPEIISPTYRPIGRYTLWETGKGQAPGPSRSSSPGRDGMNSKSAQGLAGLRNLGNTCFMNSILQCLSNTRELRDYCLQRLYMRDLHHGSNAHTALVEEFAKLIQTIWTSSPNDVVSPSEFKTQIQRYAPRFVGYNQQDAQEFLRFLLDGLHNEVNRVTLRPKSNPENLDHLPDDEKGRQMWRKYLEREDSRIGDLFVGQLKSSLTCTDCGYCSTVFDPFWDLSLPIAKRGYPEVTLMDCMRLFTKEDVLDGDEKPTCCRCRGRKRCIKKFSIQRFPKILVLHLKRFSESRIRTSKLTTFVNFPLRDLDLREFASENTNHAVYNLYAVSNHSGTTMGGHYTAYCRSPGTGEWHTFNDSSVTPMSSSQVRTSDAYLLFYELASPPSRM
#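 Cell-free coupled assay: 10nM USP2 core preincubated 30min RT with compound in Tris-HCl pH 8.0/CaCl2/CHAPS buffer, then 25nM Ub-CHOP2 and 25nM reporter substrate; fluorescence (Ex 485/Em 531) read after 60min RT, normalized to NEM inhibition, concentration-response curves fitted.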
# BCR signal inh – chronic active BCR signaling inhibition. hit rate 0.05% among 340,000. Potency, µM (series often up to 46.1 µM), without a hit: top-dose ratio change, negative = lower green/red ratio, usual class: inhibitors. ABC-DLBCL IkBa-CBG/CBR reporter, luminescence ratio, 4 h; active means well fitted inhibition curve with a large enough effect in the signal ratio, with a control signal flat, not every such curve was filed as active; inconclusive means small, poorly fitted or top-dose-only effect, or effect the other way, or a change in a side signal; the % refers to the signal ratio;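 further: potency means the concentration at half of the fitted maximal effect; plate controls were basal doxycycline-induced cells for no effect and cells given 10 µM MG132 for full effect; MG132 reads +100%, hits lower the ratio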
#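 Cell line TMD8 (human ABC DLBCL), stably expressing tet-inducible CBG68-IkBa fusion and CBR; IMDM/0.5% FBS; cpd up to 46 uM; dox induction, 4 h, 37C/5% CO2; dual luminescence; green/red ratio; MG132 control.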
# Mito fusion yeast – inhibitors of mitochondrial division or activators of mitochondrial fusion; Potency, µM (highest dose often 46.1 µM), without a hit: at the highest dose growth rescue (activation), usual class: activators; S. cerevisiae fusion-defective mutant growth rescue, CellTiterGlo 48 h; hit rate 0.23% among 320,000;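 further: potency means the concentration at half of the fitted maximal effect; % of control where 0% means no effect; nearly all actives have a fitted effect of over 45% in size; temperature-sensitive fusion mutants such as fzo1-1 at 37 °C on non-fermentable ethanol glycerol medium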
#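 S. cerevisiae fusion-defective temperature-sensitive mutants (e.g. fzo1-1, mgm1-5) grown 48 h at 37C in YPEG (ethanol/glycerol non-fermentable) medium with 23 nl compound per well; growth rescue read as CellTiterGlo luminescence.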
# Eya2 phos inh – inhibitors of human Eya2 phosphatase activity; AID 488837; hit rate 0.006% among 330,000; Potency, µM (highest dose often 76.9 µM), inactives show at the top dose activity, negative = inhibition, actives largely listed as inhibitors; O00167; recombinant Eya2, OMFP fluorescence dephosphorylation (OMFP is methylfluorescein phosphate); further: potency means the concentration at half of the fitted maximal effect; on the % scale 0 is the no-effect control and ±100 the full control effect
#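 Eya2 protein (added as 0.2 uM solution) was preincubated with compound for 10 min at ambient temperature in 50 mM HEPES pH 7.5, 50 mM NaCl, 5 uM MgCl2, 0.05% BSA, 1 mM DTT. OMFP (added at 50 uM) then reacted 10 min; fluorescence read at 485/525 nm.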
# Tb PFK block – blocks T. brucei phosphofructokinase | AID 485367 | hit rate 0.17% among 330,000 | T. brucei PFK, ADP-Glo luminescence | Potency, µM (highest dose often 57.5 µM), for the others: at the highest dose activity, negative = inhibition, actives largely listed as inhibitors | O15648;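 further: potency means the concentration at half of the fitted maximal effect; 0% = uninhibited 1x PFK enzyme wells and -100% = no-enzyme wells; nearly all actives have a fitted effect of over 60% in size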
#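 Luminescent ADP detection (ADP-Glo, two-step: ATP depletion then ADP-to-ATP conversion for luciferase) reported PFK activity after 45 min room-temperature reaction of 1.25 nM enzyme with 0.5 mM F6P and 0.1 mM ATP at pH 8.0.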
# ELG1 DNA repair – ELG1-dependent DNA repair inhibition. HEK293T ELG1-luciferase reporter, luminescence, 16 h; DNA damage induced by 5-fluorouridine. Potency, µM (titrated, usually from 46.1 µM), inactives show top-dose activity change, negative = inhibition, hits mostly inhibitors. hit rate 2.3% among 330,000; further: potency means the concentration at half of the fitted maximal effect; on the % scale 0 is the no-effect control and ±100 the full control effect; nearly all actives have a fitted effect of over 55% in size
#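 In this reporter screen, reduction of luminescence relative to DMSO vehicle indicated activity. Compounds and 5-fluorouridine were added together to 2,000 cells per well, incubated for 16 hr at 37 °C, then developed with ONE-Glo.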
# uPA surface inh – cell surface uPA generation inhibition; cell surface uPA generation assay, qHTS; Potency, µM (series often up to 38.3 µM), inactives show at the highest dose activity change, negative = inhibition, hits mostly inhibitors; hit rate 0.31% among 330,000; active means well fitted inhibition curve with a large enough effect; inconclusive means small, poorly fitted or top-dose-only effect; inactive means no such curve, though single readings can be large or run the other way; tested in mouse RAW 264.7 cells; further: potency means the concentration at half of the fitted maximal effect; on the % scale 0 is the no-effect control and ±100 the full control effect; nearly all actives have a fitted effect of over 55% in size
# TCR act – activators of T cell receptors. primary human leukocytes, anti-CD3, IL-2 HTRF, 48 h. Potency, µM (top dose mostly 9.22 µM), inactives show at the highest dose activation of IL-2 secretion, hits mostly activators. 330,000 tested, under 10 active; further: % of control where 0% means no effect
#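 IL-2 release read by HTRF sandwich (Eu cryptate donor, d2 acceptor, 665 nm emission) after 48 hr exposure of primary human leukocytes to compound together with anti-CD3 beads in the absence of co-stimulatory signals.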
# TSHR antagonist – antagonists of human thyroid stimulating hormone receptor; P16473; AID 504810; activity change, negative = inhibition, % at 11.5 µM; hit rate 0.2% among 330,000; TSHR-expressing cells, TSH-stimulated cAMP HTRF, 2 h; active compounds read low;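 active means activity change below a set negative limit, meaning inhibition stronger than a set level, cut at about -70% in these data; inconclusive means activity change between two set negative limits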; further: on the % scale 0 is the no-effect control and ±100 the full control effect
#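 Competitive HTRF cAMP read-out (cryptate anti-cAMP antibody, cAMP-d2; 30 min, room temperature) in freshly harvested TSHR cells. Compounds added before TSH at EC80 (4nM final), followed by 2 hours' incubation at 37 deg C.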
# B2AR arrestin – beta2AR (human) beta-arrestin recruitment activity; hit rate 0.02% among 330,000; Potency, µM (doses to about 46.1 µM), inactives show at the top dose activation, usual class: activators; P07550; beta-arrestin recruitment to beta2AR, cell-based reporter;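 further: potency means the concentration at half of the fitted maximal effect; 0% = DMSO controls and full agonism = EC100 isoproterenol or metaproterenol; nearly all actives have a fitted effect of over 65% in size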
# Target sequence (P07550 whole entry, looked up): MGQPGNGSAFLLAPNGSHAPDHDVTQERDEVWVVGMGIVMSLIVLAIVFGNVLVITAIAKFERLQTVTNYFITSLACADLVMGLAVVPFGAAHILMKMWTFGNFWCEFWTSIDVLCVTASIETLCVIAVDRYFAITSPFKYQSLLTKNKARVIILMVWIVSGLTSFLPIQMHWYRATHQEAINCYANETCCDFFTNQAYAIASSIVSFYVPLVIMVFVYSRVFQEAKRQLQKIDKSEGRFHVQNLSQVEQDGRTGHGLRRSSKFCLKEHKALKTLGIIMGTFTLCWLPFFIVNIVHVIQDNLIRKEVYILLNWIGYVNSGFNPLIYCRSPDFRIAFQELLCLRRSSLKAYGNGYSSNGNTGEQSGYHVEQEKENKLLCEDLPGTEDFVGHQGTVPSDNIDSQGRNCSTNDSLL
# PTAP TSG101 blk – blocks PTAP/TSG101 interaction to inhibit HIV-1 budding; Q99816; Fluorescence polarization, FITC-PTAP peptide / Tsg101 binding; Potency, µM (doses to about 115 µM), for the others: at the top dose activity change, negative = inhibition, actives largely listed as inhibitors; 340,000 tested, under 10 active; AID 493005; active means well fitted inhibition curve with a large enough effect in the main read-out, with a control signal flat, not every such curve was filed as active; inconclusive means small, poorly fitted or top-dose-only effect, or effect the other way, or a change in a side signal; inactive means no such curve, though single readings can be large or run the other way; further: potency means the concentration at half of the fitted maximal effect; % of control where 0% means no effect
#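 Tsg101 binding domain (10 uM final) was mixed with compound and a FITC-labeled PTAP peptide (50 nM final) in HEPES pH 7.5 buffer with NaCl, Tween 20, EDTA and TCEP; fluorescence polarization was read after 20 min at r.t.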
# * hit, by the source's call; ? = inconclusive; · = no result given; & = joins results of further samples; [ ] = another dose, or the depositor's remark. Unless noted, the call rests on the fitted dose curve; in most records, active means well fitted curve in the direction sought with a large enough effect; inconclusive means small, poorly fitted or top-dose-only effect, or another doubt; inactive means no such curve, though single readings can be large; an effect the other way counts as inactive or inconclusive.
SMILES,USP2a block,BCR signal inh,Mito fusion yeast,Eya2 phos inh,Tb PFK block,ELG1 DNA repair,uPA surface inh,TCR act,TSHR antagonist,B2AR arrestin,PTAP TSG101 blk
Cc1cscn1,0%,-2%,-18%,5%,9%,?,15%,-1%,15,0.2%,0%
COC(=O)C1=C(c2ccc(OC(F)(F)F)cc2)C[C@@H]2CC[C@H]1N2C(=O)NCCO,1%,-3%,-4%,3%,-1%,25%,1%,-3%,-14,0.2%,-4%
Cc1ccc2c(c1)N(C(C)C(=O)N1CCC3(CC1)OCCO3)C(=O)CO2 (stereo unspecified),1%,6%,1%,9%,0%,-1%,1%,-1%,-7,-0.5%,-1%
Nc1nc(N)c2nc(CNc3ccc(C(=O)NC(CCC(=O)O)C(=O)O)cc3)cnc2n1 (stereo unspecified),1%,17%,13%&-4%,-16%&-11%,?,?,·,·,-7&20,0.0%,·
O=c1[nH]c(=O)n(Cc2ccco2)c(O)c1C=NCCN1CCNCC1,3%,2%,2%,-5%,-7%,-13%,5%,-4%,0,-1.1%,0%
Cc1ccc(N2C(=O)/C(=C/c3ccc(CN(CCC#N)S(C)(=O)=O)o3)C(=O)NC2=S)cc1,3%,7%,-3%,-3%,-2%,-2%,2%,-3%,-9,0.0%,-9%
CCN1CCC2(CCNC2)C1 (stereo unspecified),1%,-9%,0%,-6%,-1%,3%,2%,3%,2,-3.1%,-1%
COc1ccc(CCn2c(O)c(C=NC3CC3)c(=O)[nH]c2=O)cc1OC,2%,0%,1%,-14%,3%,-8%,0%,0%,-2,-3.3%,-4%
CS(=O)(=O)Nc1ccc(Cc2noc(-c3ccc4[nH]cc(CCN)c4c3)n2)cc1,2%,?,-1%,6%,2%,·,·,·,1,-0.4%,·
CN1C(=O)C(Cc2c[nH]c3ccccc23)C(=O)N(C)C1=O,2%,4%,-5%,-3%,4%,-2%,·,·,5,0.0%,·
O=c1[nH]c(=O)n(Cc2ccc(F)cc2)c(O)c1C=NCCCn1ccnc1,?,-3%,-2%,2%,-6%,1%,2%,-1%,0,-0.2%,0%
O=C(N/N=C/c1c(O)n(Cc2ccccc2)c(=O)[nH]c1=O)c1ccccc1O,-1%,?,5%,0%,-6%,11%,11%,-1%[46.1 µM],27,0.2%,0%
O=C1NC(=O)N(C2CCCCC2)C(=O)C1C1c2ccccc2C(=O)N1Cc1ccccc1 (stereo unspecified),-8%,0%,-2%,2%,3%,-5%,1%,4%,-2,-0.4%,-4%
CCCCN1CCC(O)(c2ccccc2)C(C(=O)c2ccccc2)C1 (stereo unspecified),-1%,6%,-7%,9%,3%,-7%,-4%,-4%[46.1 µM],15,-0.2%,0%
CCN1CCN(Cc2cc3c(cc2[N+](=O)[O-])OCO3)CC1,-3%,1%,-1%,7%,3%,0%,15%,·,-13,0.2%,-7%
COc1cccc(-c2cc(C(F)(F)F)n3nc(C(=O)N4CCC5(CC4)OCCO5)cc3n2)c1,0%,-3%,8%,-42%,1%,?,-1%,-3%,8,0.1%,-6%
COc1ccc(-c2n(CC(=O)OC3CC(C)CCC3C(C)C)c3ccccc3[n+]2C)cc1 (stereo unspecified),1%,?,-3%,-4%,-2%,13%,-12%,-4%,35,0.2%,2%
CCCCS(=O)(=O)N1CCN(C(=N)N[N+](=O)[O-])CC1,3%,8%,4%,4%,-4%,0%,4%,1%,2,-0.1%,-2%
CC(Cc1ccccc1)/[N+]([O-])=C\c1ccc(C(F)(F)F)cc1 (stereo unspecified),-1%,13%,1%,-15%,13%,?,-20%,-4%,3,0.2%,1%
C=CCn1c(O)c(/C(CC)=N/NC(=S)Nc2ccccc2)c(=O)[nH]c1=O,2%,-17%,-2%,-4%,-3%,?,1%,8%,5,-0.5%,0%
Cc1ccc(CN2CCN(Cc3ccccc3F)CC2)cc1,-3%,-1%,1%,-3%,1%,?,24%,-11%,-6,-1.0%,0%
CC(=O)Nc1ccc(OC(=O)N(C)c2ccccc2)cc1,-2%,-2%,1%,-16%,-16%,?,-5%,-8%,2,-1.0%,0%
C=CCSc1nnc(NC(=O)c2ccc(Cl)nc2)s1,-1%,30%,14%,-16%,6%,?,3%,-1%,11,0.0%,-4%
O=P(C(Cl)Cl)(N1CCOCC1)N1CCOCC1,2%,-4%,-9%,6%,0%,3%,1%,0%,4,0.0%,-5%
CCc1ccc(N2C(=O)NC(=O)/C(=C\c3cc(C)n(-c4cc(C(=O)O)cc(C(=O)O)c4)c3C)C2=O)cc1,-24%,0%,-9%,-12%,?,1%,-3%,1%,15,0.2%,1%
CCCCNC(=O)OC(C)CNC(=O)Oc1cccc(C)c1 (stereo unspecified),-1%,?,-9%,-4%,-3%,8%,0%,0%,10,-0.3%,1%
O=C1C2CCCN2C(c2cccnc2)N1c1cccc(Cl)c1 (stereo unspecified),0%,?,-1%,-9%,0%,12%,-3%,-2%,-8,-0.6%,0%
COc1cccc(/C=C2\N=C(c3cncc(Br)c3)OC2=O)c1,1%,11%,-6%,-7%,5%,?,-7%,-2%[46.1 µM],14,-0.8%,-1%
O=c1[nH]c(=O)n(Cc2ccc(F)cc2)c(O)c1C=NCCCO,0%,4%,1%,-5%,-4%,16%,·,0%,-4,-0.3%,-2%
O=C(CNC(=O)c1ccc(Cl)cc1)Nc1ccc(Br)cc1C(=O)c1ccccc1,-2%,-6%,17%,4%,3%,-30%,-8%,4%[46.1 µM],-11,0.1%,-3%
CC(=O)Nc1ccc(OCCF)cc1,4%,4%,4%,17%,0%,-12%,2%,1%,8,-0.2%,-2%
Cc1cc(N2CCOCC2)ccc1/C=C1\C(=O)NC(=O)N(c2ccccc2)C1=O,2%,0%,-5%,-5%,?,?,1%,-4%,10,-0.7%,-1%
N#Cc1ccc(NC(=O)CCNC(=O)c2ccco2)cc1Cl,2%,-7%,0%,8%,-1%,?,-2%,3%,-1,0.1%,-1%
CCOP(=S)(OCC)Oc1cc(C)oc(=O)c1Cl,0%,8%,0%,6%,-19%,-8%,-1%,-4%,12,0.3%,-1%
O=C(C1CCC(=O)N1C1CCCC1)N1CCC2(CC1)OCCO2 (stereo unspecified),4%,1%,-2%,-12%,4%,4%,·,-2%,20,0.1%,-3%
CC(=O)c1cc(C(C)=O)c(C)[n+](C)c1C,3%,-2%,-11%,-12%,-4%,15%,8%,0%,1,-1.1%,-1%
COc1ccc(Cn2c(O)c(/C=N/NC(=O)c3ccncc3)c(=O)[nH]c2=O)cc1,2%,-30%,0%,?,-3%,0%,5%,-7%,1,-0.1%,2%
COc1cc(C)cc2oc(=O)c(CC(=O)N3C[C@H]4C[C@@H](C3)c3cccc(=O)n3C4)c(C)c12,2%,15%,0%,4%,0%,?,-48%,-3%,-15,-0.8%,-10%
CCCOP(=O)(OCCC)C(Nc1ccc(C(C)C)cc1)c1ccc([N+](=O)[O-])cc1 (stereo unspecified),-5%,4%,8%,-18%,-3%,?,·,0%,-15,0.0%,-5%
CCNC(=S)N(C)CCc1cc2c(c(OC)c1C=C1C(=O)N(C)C(=O)N(C)C1=O)OCO2,8%,16%,1%,6%,-2%,?,2%,12%,11,-0.1%,-1%
OCC1(CO)COC(c2cccnc2)N1 (stereo unspecified),-1%,0%,-1%,-8%,-4%,6%,·,-4%,-5,-0.1%,-6%
COc1ccc(CN2C(=O)NC(=O)/C(=C/c3ccc([N+](=O)[O-])s3)C2=O)cc1,-2%,11%,5%,-7%,-1%,19%,-2%,1%,-3,-0.7%,0%
O=c1[nH]c(O)c(N=Nc2ccc(SC(F)F)cc2)c(=O)[nH]1,11%,10%,0%,-26%,13%,?,-4%,-13%,22,-0.1%,-2%

# Screening data deposited in PubChem by National Center for Advancing Translational Sciences (NCATS).

# Some of the compounds tested (hit frequency here may not be typical).
